HDAC3 inhib – inhibitors of human histone deacetylase 3. actives 0.15% (n = 320,000). O15379. recombinant HDAC3, fluorogenic peptide/trypsin coupled, fluorescence. inhibition, % at 8.3 µM. AID 2718; in the data active means inhibition above about 26%, passing the limit was not always enough
RGS4 act – RGS4 potentiation or activation; B-score at 10 µM; HEK293 M3R/inducible RGS4, carbachol calcium flux Fluo4; stronger effect = lower value; AID 463111; actives 0.92% (n = 310,000);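 active means B-score of the integrated calcium signal more than 4 SD below the library mean, with starting fluorescence not abnormally high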;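 further: negative B-score means reduced calcium response which marks RGS4 activation or potentiation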
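Detection: kinetic calcium fluorescence imaging with Fluo4-AM dye, 2 µM / Material: HEK293 cells with stable M3R and inducible RGS4 / Schedule: recording 10 s baseline at 1 Hz, 100 s post-agonist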
PolyA inh – inhibitors of polyadenylation in S. cerevisiae. calls only at 12 µM. S. cerevisiae SKY197-pL101 polyadenylation reporter, beta-gal luminescence; efflux-impaired pdr1/pdr3 knockout yeast; score 100 = 6 SD above DMSO. AID 1875. actives 0.02% (n = 300,000);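 active means lowest replicate activity score at least 50, where 100 means six control SD above control mean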;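 further: yeast exposed to compound for 9 h at 30 °C; higher score means more reporter readthrough which indicates perturbed polyadenylation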
KCNK9 block – human KCNK9 channel inhibition; Q9NPC2; HEK293 KCNK9, FluxOR thallium flux fluorescence; stronger effect = lower value; B-score at 10 µM; actives 1.2% (n = 310,000); AID 488922;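 active means ratio B-score over 3 SD below the library mean, with starting fluorescence within 5 SD of its mean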;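 further: negative B-score means less thallium flux so channel inhibition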
Target sequence (Q9NPC2 whole entry, looked up): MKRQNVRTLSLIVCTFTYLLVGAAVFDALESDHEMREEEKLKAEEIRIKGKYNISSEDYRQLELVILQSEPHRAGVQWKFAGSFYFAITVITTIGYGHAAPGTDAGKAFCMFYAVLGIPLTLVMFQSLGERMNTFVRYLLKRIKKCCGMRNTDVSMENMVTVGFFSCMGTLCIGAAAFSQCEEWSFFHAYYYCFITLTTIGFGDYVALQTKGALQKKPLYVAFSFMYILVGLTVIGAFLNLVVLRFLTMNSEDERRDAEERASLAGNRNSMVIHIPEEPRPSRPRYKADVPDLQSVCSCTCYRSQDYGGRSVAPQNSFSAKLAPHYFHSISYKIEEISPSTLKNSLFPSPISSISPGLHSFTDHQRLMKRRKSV
hERG protect – hERG (human) protection from proarrhythmic block. Q12809. CHO-hERG, FluxOR thallium flux, dofetilide IC70 present. activation (rescue from dofetilide block), less the hit threshold, % at 10 µM. actives 0.51% (n = 310,000);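 active means activation above the mean of controls blocked by dofetilide plus 5 SD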;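 further: thallium influx through hERG after potassium depolarization seen as dye fluorescence rise; in these data hits start at about 4.7%; inactives centre near -7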
GSK3B inh – inhibitors of human GSK3beta kinase. P49841. GST-GSK3beta kinase, ADP-Glo luminescence, 60 min; stronger effect = lower value. activity score (negative = inhibition), % at 10 µM. actives 0.038% (n = 300,000). AID 2097;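 active means more than half of replicate wells score below -50%, meaning over 50% inhibition versus plate controls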;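 further: 0% = median DMSO wells and -100% = median GW8510 positive control wells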
Target sequence (P49841 whole entry, looked up): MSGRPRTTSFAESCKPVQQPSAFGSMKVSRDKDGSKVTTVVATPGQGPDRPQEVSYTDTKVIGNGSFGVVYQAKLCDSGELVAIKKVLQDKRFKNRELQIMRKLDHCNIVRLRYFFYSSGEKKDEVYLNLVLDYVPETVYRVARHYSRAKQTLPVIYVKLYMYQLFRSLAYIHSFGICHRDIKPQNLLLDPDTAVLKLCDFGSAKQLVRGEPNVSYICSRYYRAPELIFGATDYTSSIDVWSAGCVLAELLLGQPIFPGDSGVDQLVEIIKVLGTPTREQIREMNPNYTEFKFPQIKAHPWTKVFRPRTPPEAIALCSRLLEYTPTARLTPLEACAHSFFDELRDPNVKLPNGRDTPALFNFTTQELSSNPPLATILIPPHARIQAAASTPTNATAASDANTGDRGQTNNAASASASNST
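Test system: GST-fused GSK3beta enzyme, cell-free | Quantity: 1.6 ng GST-GSK3beta enzyme per well | Reagent: 25 µM ATP with peptide substrate | Schedule: 60 min enzyme reaction, room temperature | Signal: Luminescent ADP-Glo measurement of ADP formed | Read-out basis: Score relative to plate controls | Control set: DMSO and 20 µM GW8510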
KCNQ1 block – blocks the human KCNQ1 potassium channel; P51787; CHO-K1 KCNQ1, FluxOR thallium flux fluorescence; stronger effect = higher value; B-score at 10 µM; actives 1.3% (n = 310,000); AID 2642;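 active means compounds whose thallium flux B-score, printed positive for inhibition, exceeds three library SD while starting fluorescence stays within three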;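 further: channel opened by potassium depolarization with thallium stimulus after 20 min compound exposure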
KCNQ1 act – potentiates or activates the human KCNQ1 potassium channel; AID 2648; P51787; B-score at 10 µM; actives 0.35% (n = 310,000); CHO-K1 KCNQ1, thallium flux FluxOR fluorescence; stronger effect = higher value;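 active means fluorescence ratio B-score, a plate-corrected score, at least three library SD, with initial intensity B-score within 5 SD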
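assay system = CHO-K1 cells stably expressing KCNQ1 | medium = assay buffer, equal DMSO in all wells | timing = 37 °C overnight plating, 90-min dark dye load, 20-min compound pretreatment | measured by = kinetic FluxOR thallium fluorescence, 10-s 1-Hz baseline, 110-s post-stimulus read | measure = fluorescence change relative to baseline, converted to B score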
GSK3 alpha inh – human GSK-3 alpha kinase inhibition; AID 2650; ADP-Glo luminescence, 60 min; P49840; inhibition, % at 10 µM; actives 0.1% (n = 320,000);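 in the data active means inhibition above about 50%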;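 further: GST-tagged GSK-3 alpha with peptide substrate and 25 µM ATP; 0% = DMSO neutral wells and 100% = GW8510 positive control wells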
DYRK1A inh – Dyrk1A (rat) kinase inhibition | ADP-Glo luminescence, NFATc1 peptide | actives 0.43% (n = 310,000) | Q63470 | inhibition, % at 12.5 µM; in the data active means inhibition above about 50%;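 further: plate controls were vehicle with enzyme for no effect and no enzyme for full effect; many of its hits are not listed in these tables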
KCNK3 block – human KCNK3 channel inhibition, primary screen; actives 0.84% (n = 340,000); B-score at 10 µM; CHO-KCNK3 thallium flux, FluxOR fluorescence; stronger effect = lower value; AID 602410; O14649;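 active means B-score under library mean minus 4 SD, starting fluorescence ratio at most library mean plus 5 SD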;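 further: more negative B-score means stronger inhibition of thallium flux through KCNK3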
The depositor's hits bear a star; i = inactive; . = no result given. A portion of the library (hit frequency here may not be typical).

SMILES	HDAC3 inhib	RGS4 act	PolyA inh	KCNK9 block	hERG protect	GSK3B inh	KCNQ1 block	KCNQ1 act	GSK3 alpha inh	DYRK1A inh	KCNK3 block
CC(C)CCNC(=O)[C@H](CC(C)C)NC(=O)[C@H]1O[C@@H]1C(=O)O	-14	i	i	i	-4	-3	i	i	-4	.	.
Cc1cccc(-n2c(C)c(C)c3c(N)ncnc32)c1	4	i	i	i	-4	2	i	i	3	17	i
COc1cc2c(C)nc3c(cnn3-c3ccccc3)c2cc1OC	-7	i	i	i	-4	0	i	i	0	1	i
O=C(COc1ccc(Br)cc1CNC1CCCC1)Nc1ccccc1	-5	i	i	i	-17	-3	i	i	-1	-4	i
CS(=O)(=O)Nc1ccccc1C(=O)NCCSCc1ccccc1	-15	i	i	i	-7	0	i	i	0	-3	i
CC(C)CN1CCN(Cc2cccn2-c2ccc(Cl)cn2)CC1CCO (centres undefined)	-6	i	i	i	-22	0	i	i	-2	2	i
O=C(Nc1c2c(nn1-c1ccc(F)cc1)CS(=O)C2)c1ccc(Br)o1 (centres undefined)	10	i	i	i	-6	0	i	i	1	-4	i
CN(C)C(=O)c1cc([N+](=O)[O-])ccc1O	.	i	i	i	2	1	i	i	-5	-1	i
COC(=O)C1=C(C)N(Cc2ccccc2)C(=NCc2cc(OC)c(OC)c(OC)c2)N[C@H]1c1ccccc1	-2	i	i	i	-3	-3	i	i	3	7	i
Clc1ccc(CNCC2CCCO2)cc1 (centres undefined)	1	i	i	i	-8	-2	i	i	-1	1	i
CCSc1nc(C)c(CCOc2cccc(C)c2)c(=O)[nH]1	4	i	i	i	-6	-4	i	i	1	1	i
CCOC(=O)C1CCCN(c2c(NCCc3ccc(S(N)(=O)=O)cc3)c(=O)c2=O)C1 (centres undefined)	0	i	i	i	-8	-5	i	i	-1	-1	i
N#Cc1ccc(Oc2ccc(-c3cnc4ccccc4n3)cc2)cc1C#N	5	i	i	i	-10	1	i	i	1	1	i
CC(C)N(CCn1cnc2c([nH]c3ccccc32)c1=O)C(C)C	-2	i	i	i	-9	-1	i	i	-5	2	i
O=C(O)CONC(=O)c1cc(OCC(F)(F)F)ccc1OCC(F)(F)F	-1	i	i	i	-5	4	i	i	-3	-1	i
CN(Cc1ccc(Br)cc1)C(=O)CCN1C(=O)c2cccc([N+](=O)[O-])c2C1=O	-6	i	i	i	-2	-10	i	i	1	2	i
COc1ccccc1CNC(=O)c1ccc(CS(=O)(=O)c2ccccc2C)o1	2	i	i	i	-16	-3	i	i	1	.	i
CCOC(=O)CSc1nc2ccccc2c(=O)n1CCN1CCOCC1	4	i	i	i	-16	-1	i	i	.	-5	i
c1cc(CNC23CC4CC(CC(C4)C2)C3)ccn1	0	i	i	i	-6	5	i	i	0	.	i
CCOC(=O)c1c(NC(=O)CSc2nnc(CN3CCOCC3)n2C)sc2c1CCCC2	4	i	i	i	-10	0	i	i	-1	-1	i
Cc1ccnc(NC(=O)C2CCCN(c3ncnc4c3nc3n4CCCCC3)C2)c1 (centres undefined)	-2	i	i	i	-11	-4	i	i	9	4	i
CSc1nc(NCc2ccco2)c2sc3nc(C(C)C)c4c(c3c2n1)CC(C)(C)OC4	-1	i	i	i	-8	-3	i	i	-2	-9	i
Cc1cccc(-c2noc(Cc3ccc(Cl)cc3)n2)c1	-1	i	i	i	-6	3	i	i	-2	2	i
CCN(CC)c1ccc(NC(=O)CSc2nc(C)cc(=O)[nH]2)cc1	3	i	.	i	-5	3	i	i	0	2	i
O=C(NNC(=O)c1cnccn1)c1ccc(Cl)c(Cl)c1	2	i	i	i	-2	2	i	i	-2	.	i
O=C(Nc1ccc(NC(=O)C2CC2)cc1)c1cccs1	1	i	i	i	-9	4	i	i	2	-1	i
NC(=O)c1ccsc1NC(=O)CCc1ccccc1	-5	i	i	i	-1	-2	i	i	2	4	i
COc1cc2ccccc2cc1C(=O)N1CC(C)CC(C)C1 (centres undefined)	-1	i	i	i	-18	-4	i	i	0	5	i
CN(C(=O)COC(=O)COc1ccc2c(c1)CCC2)c1c(N)n(Cc2ccccc2)c(=O)[nH]c1=O	.	i	i	i	-7	-2	i	i	.	-5	i
CC(Sc1ccccc1)C(=O)N1CCN(S(=O)(=O)c2ccccc2F)CC1 (centres undefined)	-4	i	i	i	-6	-3	i	i	-1	-9	i
COc1cc(CO)cc(Br)c1OCC(=O)O	4	i	i	i	-7	0	i	i	1	-10	i
CCCc1nc2oc3c(NCc4ccccn4)ncnc3c2c2c1COC(C)(C)C2	-12	i	i	i	-7	3	i	i	0	-4	i
CCc1ccc(NC(=O)NCC2CCN(c3ccc(OC)cc3)C2)cc1 (centres undefined)	0	i	i	i	-8	0	i	i	1	-1	i
Cc1cc(C)cc(C(=O)N2CCN=C2SCc2ccc([N+](=O)[O-])cc2)c1	-2	-9*	i	-7.2*	-4	5	i	i	-1	0	i
CC(=O)Nc1ccc(S(=O)(=O)Nc2ccccc2C(=O)N2CCCCCC2)cc1	2	i	i	i	-1	-1	i	i	1	4	i
CCOc1ccc(/C=N/NC(=O)c2ccoc2C)cc1OC	7	i	i	i	-6	-5	i	i	1	3	i
CC[C@@H](C)[C@H](NC(=O)Cc1c(C)c2c(cc(C)c3c(C)coc32)oc1=O)C(=O)O	-28	i	i	i	-4	-7	i	i	-1	.	i
CCNC(=O)OCC12CC3CC(CC(C3)C1)C2	-6	i	i	i	-10	-2	i	i	-3	5	i
O=C(CSc1nc2c(cnn2-c2ccc(F)cc2)c(=O)[nH]1)N1CCCc2ccccc21	-1	i	i	i	-12	6	i	i	-1	2	i
COC(=O)C1=C(C)N(c2ccc(OC)c(OC)c2)C(=O)C1	9	i	i	i	-4	2	i	i	-6	0	i

Shown as a hit in KCNK9 block, among the entries above:
canonical_smiles	HDAC3 inhib	PolyA inh	KCNK9 block	GSK3B inh	KCNQ1 block	KCNQ1 act	GSK3 alpha inh	DYRK1A inh	KCNK3 block
Cc1cc(C)cc(C(=O)N2CCN=C2SCc2ccc([N+](=O)[O-])cc2)c1	-2	i	-7.2*	5	i	i	-1	0	i

(next part)
SMILES	HDAC3 inhib	RGS4 act	PolyA inh	KCNK9 block	hERG protect	GSK3B inh	KCNQ1 block	KCNQ1 act	GSK3 alpha inh	DYRK1A inh	KCNK3 block
CCc1sc2nc(SCC(=O)Nc3cc(C)on3)n(-c3cccc(OC)c3)c(=O)c2c1C	-1	i	i	i	-3	-8	i	i	.	1	i
CCCCN(C(=O)CN1C(=O)C2CCCCC2C1=O)c1c(N)n(CCCC)c(=O)[nH]c1=O (centres undefined)	-4	i	i	i	-5	2	i	i	1	18	i
CCOC(=O)C1(Cc2cccc(OC)c2)CCCN(C(=O)c2cc(C)oc2C)C1 (centres undefined)	-2	i	i	i	-15	1	i	i	0	1	i
COc1cc(/C=C/c2onc(C)c2[N+](=O)[O-])cc(OC)c1OC	-3	i	i	i	-3	3	i	i	-2	-3	i
Fc1ccccc1/C=N/Nc1nc(N2CCCCC2)nc(N2CCCCC2)n1	1	i	i	i	-20	-3	i	i	0	-5	i
CC(C)CN(CC(C)C)C(=O)CN1C(=O)NC2(CCCc3ccccc32)C1=O (centres undefined)	6	i	i	i	-3	-2	i	i	0	0	i
CC(C)c1ccc(NC(=O)CCNC(=O)N2CC(=O)Nc3ccccc32)cc1	-2	i	i	i	-9	2	i	i	-2	3	i
N#C/C(=N\Nc1cccc(Cl)c1)C(=O)c1ccccc1	9	i	i	i	-12	2	i	i	1	25	i
CCOC(=O)NC(=S)Nc1cccc(NC(=S)NC(=O)OCC)c1	-9	i	i	i	-4	0	i	i	2	-2	i
COc1ccc(Nc2cc(C)c3c(O)cccc3n2)cc1	.	i	i	i	-14	-3	i	i	9	26	i
N#CCC(=N)N1CCN(c2ccc(F)cc2)CC1	0	i	i	i	-4	-5	i	i	2	-3	i
CN(C(=O)COC(=O)c1ccc(F)c(S(=O)(=O)N2CCOCC2)c1)C1CCS(=O)(=O)C1 (centres undefined)	-5	i	i	i	-7	3	i	i	-2	-8	i
Cc1ccc(/C=N/n2c(C)nc3ccccc3c2=O)o1	5	i	i	i	-8	-4	i	i	-1	0	i
CCOc1ccccc1NC(=O)C(=O)/C=C(\O)c1cc(OC)ccc1OC	4	i	i	i	-11	0	i	i	0	-3	i
O=C(NCC1CCCO1)c1ccc(-c2ccccc2Cl)o1 (centres undefined)	0	i	i	i	-13	-3	i	i	2	12	i
Cc1nc(N2CCCCC2)sc1C(=O)c1cccc([N+](=O)[O-])c1	2	i	i	i	-13	0	i	i	.	1	i
CC(=O)N1C(C)c2ccccc2C(C)(C)CC12CCCCC2 (centres undefined)	1	i	i	i	-15	-4	i	i	-1	2	i
Cc1ccccc1/C=C\c1nc(O)c([N+](=O)[O-])c(=O)[nH]1	1	i	i	i	-16	-1	i	i	0	4	i
OC(CNCc1ccc(F)cc1)(c1ccccc1)c1ccc(F)cc1 (centres undefined)	-1	i	i	i	-9	0	i	i	-6	0	i
CC(=O)Nc1ccccc1-c1ccc(C)o1	-5	i	i	i	-6	-2	i	i	-3	-6	i
Cc1c(C(=O)N(C)C)sc(NC(=O)c2cc([N+](=O)[O-])cc([N+](=O)[O-])c2)c1C#N	-6	i	i	i	-3	-3	i	i	0	2	i
CCOc1ccc(S(=O)(=O)NC(C)C(=O)NCc2ccncc2)cc1 (centres undefined)	0	i	i	i	-3	1	i	i	0	12	i
COC(=O)CCCNC(=O)CCc1nnc(-c2ccc(-c3ccccc3)cc2)o1	4	i	i	i	-5	0	i	i	0	.	i
Cc1cccc(N/C=C/C(=O)c2ccc(Cl)cc2)c1	-1	i	i	i	0	1	i	i	-1	0	i
COc1ccc(-c2nnc(SCC(=O)c3ccc4c(c3)OCCO4)o2)cc1	1	i	i	i	-9	-1	i	i	0	.	.
Cc1ccccc1-n1c(SCC(=O)NCc2cccs2)nnc1-c1ccncc1	1	i	i	i	-4	-2	i	i	-1	0	i

Ordered by number of heavy atoms (highest first): part of the list above
SMILES	HDAC3 inhib	RGS4 act	PolyA inh	KCNK9 block	hERG protect	GSK3B inh	KCNQ1 block	KCNQ1 act	GSK3 alpha inh	DYRK1A inh	KCNK3 block
COc1cc(/C=C/c2onc(C)c2[N+](=O)[O-])cc(OC)c1OC	-3	i	i	i	-3	3	i	i	-2	-3	i
COC(=O)C1=C(C)N(c2ccc(OC)c(OC)c2)C(=O)C1	9	i	i	i	-4	2	i	i	-6	0	i
Cc1ccccc1/C=C\c1nc(O)c([N+](=O)[O-])c(=O)[nH]1	1	i	i	i	-16	-1	i	i	0	4	i
